pCIP destab: p/CIP protein destabilization | hit rate 0.01% among 290,000 | Q05BA5 | AID 1984 | F442A p/CIP-EGFP cells, EGFP fluorescence, 16 h | decrease of EGFP signal, % at 10 µM;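 active = EGFP signal decrease of at least 30% at 10 µM or well 3 SD below plate mean, unless failing retest; inactive = the rest, including hits failing retest or dose response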; also: some compounds called inactive have numbers as strong as hits; many of its hits are not listed in these tables
PfM18AAP inh: PfM18AAP enzyme inhibition; recombinant PfM18AAP, H-Glu-NHMec fluorogenic cleavage; hit rate 1.2% among 290,000; inhibition, % at 7.35 µM;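 active = inhibition above the campaign mean inhibition over all tested compounds plus 3 SD, cut at about 28% in these data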;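 also: 0% = plate median of test compound wells and 100% = 2 mM ZnCl2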
MEKK2mut PB1 HTS: signal of MEK5 binding to mutant human MEKK2 PB1 domain; bead flow cytometry, Alexa488-MEK5 binding to MEKK2 mutant; percent response, % at 10 µM; hit rate 0.35% among 290,000; AID 1530; in the data active = percent response above about 24%, passing the limit was not always enough; also: inactives centre near 1; some results filed as inactive read as strong as hits; reference of the scale not given here
MEKK2wt PB1 HTS: raises or lowers MEK5 binding to wildtype human MEKK2 PB1 domain. hit rate 1.1% among 290,000. bead flow cytometry, Alexa488-MEK5 binding to MEKK2 WT; actives lie on both sides. binding response (% of control), % at 10 µM. Q9Y2U5; in the data active = binding response below about 67% or above about 130%
SUMO HTRF inh: inhibitors of human SUMOylation (UBC9); P63279; HTRF SUMOylation assay, SAE1/SAE2 + UBC9, in vitro; inhibition, % at 35 µM; hit rate 0.36% among 290,000; in the data active = inhibition above about 50%, passing the limit was not always enough; also: strong numbers were not always called active
Target sequence (P63279 whole entry, looked up): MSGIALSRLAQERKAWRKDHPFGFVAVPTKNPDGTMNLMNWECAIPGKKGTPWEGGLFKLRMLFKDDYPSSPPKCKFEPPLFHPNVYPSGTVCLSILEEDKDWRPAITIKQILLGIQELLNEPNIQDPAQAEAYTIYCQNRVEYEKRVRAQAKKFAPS
IDE cell inh: inhibitors of human insulin-degrading enzyme in cells; hit rate 0.41% among 320,000; HEK cells, FAbetaB cleavage, fluorescence polarization; AID 434962; P14735; inhibition, % at 5.59 µM;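 active = percent inhibition above the average of all tested compounds plus 3 SD, set per screening campaign, cut at about 16% in these data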;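 also: IDE supplied by intact live HEK cells; FP after avidin binding of uncleaved biotin substrate so inhibition keeps polarization high; 0% = DMSO wells and 100% = 60 µM reference IDE inhibitor Ii1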
MEKK3 PB1 HTS: modulators (inhibitors or enhancers) of MEK5 binding to human MEKK3 PB1 domain; Q99759; bead-based flow cytometry, Alexa488-MEK5 binding to MEKK3; actives lie on both sides; 0 = blocked by unlabeled MEK5, 100 = vehicle; binding response (% of control), % at 10 µM; hit rate 1.4% among 290,000; AID 1529;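 active = binding response more than 3 SD above or below the average of its plate-row segment, actives on both sides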;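 also: Alexa488 bead fluorescence after subtracting the streptavidin-only scavenger bead signal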
Target sequence (Q99759 whole entry, looked up, the tested form may be a part): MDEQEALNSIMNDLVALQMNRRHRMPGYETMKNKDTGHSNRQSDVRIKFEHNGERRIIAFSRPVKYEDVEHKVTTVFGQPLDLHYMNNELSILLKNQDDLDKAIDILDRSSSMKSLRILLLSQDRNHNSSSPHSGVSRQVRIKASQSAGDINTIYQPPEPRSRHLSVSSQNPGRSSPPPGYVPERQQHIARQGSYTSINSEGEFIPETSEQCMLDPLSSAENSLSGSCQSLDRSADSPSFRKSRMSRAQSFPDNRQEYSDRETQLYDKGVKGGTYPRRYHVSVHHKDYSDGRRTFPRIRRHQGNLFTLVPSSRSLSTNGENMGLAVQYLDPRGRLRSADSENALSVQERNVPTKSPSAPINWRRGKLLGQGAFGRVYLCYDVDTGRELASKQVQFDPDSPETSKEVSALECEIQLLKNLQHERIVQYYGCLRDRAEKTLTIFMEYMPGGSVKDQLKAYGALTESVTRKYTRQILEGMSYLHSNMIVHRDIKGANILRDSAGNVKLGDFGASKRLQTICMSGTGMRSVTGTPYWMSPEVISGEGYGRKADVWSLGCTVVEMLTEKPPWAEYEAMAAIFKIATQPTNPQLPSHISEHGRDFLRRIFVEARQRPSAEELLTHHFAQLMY
NALP1 inh: inhibitors of NALP1 inflammasome in yeast | inhibition, % at 10 µM | hit rate 0.61% among 280,000 | AID 2071 | S. cerevisiae NALP1/ASC/caspase-1 growth, X-gal OD620, 72 h; in the data active = inhibition mostly above about 24%, no sharp cut-off; inactive = mostly below about 32%; also: some compounds called inactive have numbers as strong as hits
IDE cell activ: boosts human insulin-degrading enzyme activity in HEK cells; hit rate 0.073% among 340,000; activation, % at 5.96 µM; FAbeta-B cleavage, fluorescence polarization; 0% vehicle, 100% cell-free pure enzyme wells;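 active = activation above the mean of all tested compounds plus 3 SD, set per screening campaign, cut at about 17% in these data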
* hit, by the source's call; . = no result given. Only part of the results is shown; count on the stated rates, not on these rows.

smiles	pCIP destab	PfM18AAP inh	MEKK2mut PB1 HTS	MEKK2wt PB1 HTS	SUMO HTRF inh	IDE cell inh	MEKK3 PB1 HTS	NALP1 inh	IDE cell activ
CN(CCC#N)S(=O)(=O)c1ccc2[nH]cc(C(=O)NCCc3ccccc3)c(=O)c2c1	-8	-6	0	106	-7	7	104	32	9
Cc1ccccc1NC(=O)Cc1cccc(C(F)(F)F)c1	-2	3	-6	92	-3	-2	96	-1	5
O=C(CC(c1ccccc1)c1cc(Cl)ccc1O)N1CCCC1 (stereo not given)	3	8	4	103	-28	1	97	.	2
Cc1ccc(S(=O)(=O)NCCNc2ccccc2[N+](=O)[O-])cc1	11	-8	3	105	-4	4	107	-17	-3
CC1(C)CC(=O)C2=C(C1)OC(N)=C(C#N)C2c1ccccc1[N+](=O)[O-] (stereo not given)	-32	6	-8	107	4	15	110	-25	-6
Fc1ccc(C(c2nnnn2C2CCCC2)N2CCc3ccccc32)cc1 (stereo not given)	0	8	-2	99	-16	9	100	6	7
Cc1ccc(N2CCN(CCc3nc4cc(NC(=O)c5ccco5)ccc4n3C)CC2)cc1	-17	-5	-2	101	4	19*	99	-3	-1
CC1(C)CC(CC(=O)O)C(=O)O1 (stereo not given)	-15	-6	-5	93	12	-5	93	9	2
CCc1c(C)sc(NC(=O)c2cccs2)c1C(=O)OC(C)C	8	1	1	103	2	3	106	10	5
O=C1CCC(=O)N1CCC(c1ccc(F)cc1)c1ccco1 (stereo not given)	-11	-8	5	100	20	-2	104	-5	1
O=c1ccnc(SCCC(F)=C(F)F)[nH]1	-2	4	-1	108	3	-9	99	14	5
CCOc1ccccc1N1CCN(S(=O)(=O)c2cccc3nsnc23)CC1	4	20	7	112	-22	-4	102	5	-2
CN(C(=O)CSc1nnc(-c2ccccc2)c(-c2ccccc2)n1)C1CCS(=O)(=O)C1 (stereo not given)	8	-12	1	112	0	-4	137*	.	-2
CCOC(=O)C1CCN(C(=O)Cn2cnc3sc(C)c(S(=O)(=O)N4CCOCC4)c3c2=O)CC1	-7	5	5	100	1	2	101	-8	-3
O=C(O)c1ccc(NC(=O)c2cccc(S(=O)(=O)Nc3ccc(C(=O)O)cc3)c2)cc1	-11	3	8	96	2	5	97	1	0
COc1ccc(-c2ccc(F)cc2)cc1[C@H]1[C@H]2C=CC[C@@H](C)[C@@H]2C(=O)N1Cc1ccccc1	-17	.	1	97	3	-2	99	-19	-7
Cc1ccc(S(=O)(=O)Nc2cccc(Oc3cnccn3)c2)cc1	-18	4	1	101	5	-1	102	16	.
COc1ccc(C2(CNC(=O)c3ccccc3[N+](=O)[O-])CCOCC2)cc1	2	2	0	117	20	5	123	13	-5
COc1ccc(-c2nnc(SCc3ccc(C(=O)O)cc3)o2)cc1OC	2	-8	6	111	-8	5	106	0	6
COC(=O)[C@@H](NC(=O)NCc1ccccc1F)C(C)C	-1	1	-2	101	6	2	101	13	4
Cc1nnc2sc(SCC(=O)Nc3cccc(Cl)c3)nn2c1=O	0	12	7	101	-3	1	101	-19	0
COc1ccccc1CNC(=O)CCCn1nc(C)c2c(C)n(-c3ccccc3)nc2c1=O	-10	4	3	102	12	0	103	-9	1
COc1ccc2c(C)cc(SCC(=O)N3CCOCC3)nc2c1	-41	4	2	96	26	11	96	-4	-1
Cc1ccc(C(=O)N/C(=C\c2cccs2)C(=O)NCC2CCCO2)cc1C (stereo not given)	-15	1	-1	107	11	1	104	6	0
O=C(Nc1cc(C(F)(F)F)ccc1N1CCOCC1)c1cn2ccccc2n1	-14	-9	-1	103	15	5	103	-4	0

Reformatted with values under each structure: part of the list above
Every second line gives: pCIP destab, PfM18AAP inh, MEKK2mut PB1 HTS, MEKK2wt PB1 HTS, SUMO HTRF inh, IDE cell inh, MEKK3 PB1 HTS, NALP1 inh, IDE cell activ
COc1ccc(-c2ccc(F)cc2)cc1[C@H]1[C@H]2C=CC[C@@H](C)[C@@H]2C(=O)N1Cc1ccccc1
→ -17, ., 1, 97, 3, -2, 99, -19, -7
Cc1ccc(S(=O)(=O)Nc2cccc(Oc3cnccn3)c2)cc1
→ -18, 4, 1, 101, 5, -1, 102, 16, .
COc1ccc(C2(CNC(=O)c3ccccc3[N+](=O)[O-])CCOCC2)cc1
→ 2, 2, 0, 117, 20, 5, 123, 13, -5
COc1ccc(-c2nnc(SCc3ccc(C(=O)O)cc3)o2)cc1OC
→ 2, -8, 6, 111, -8, 5, 106, 0, 6

(list continues)
smiles	pCIP destab	PfM18AAP inh	MEKK2mut PB1 HTS	MEKK2wt PB1 HTS	SUMO HTRF inh	IDE cell inh	MEKK3 PB1 HTS	NALP1 inh	IDE cell activ
CCCCC(=O)Nc1cnc(NC(=O)c2ccco2)cc1C	-1	-2	1	103	-10	0	100	11	8
COc1ccc(OC)c(NC(=O)C2CCN(Cc3cnn(-c4ccccc4)c3-n3cccc3)CC2)c1	-5	6	4	122	5	-3	99	13	4
COc1ccc(C(=O)/C=C/Nc2c(C)n(C)n(-c3ccccc3)c2=O)cc1OC	-6	4	10	106	-5	6	105	.	7
CCn1cc([C@@H]2C[C@H]3CN(Cc4cccc(Cl)c4)C(=O)[C@]34CCCN24)c(C)n1	-4	-10	-7	93	6	-1	100	3	2
CCOC(=O)N1CCN(c2ccc(C(C)=O)cc2F)CC1	28	-13	2	90	21	2	88	27	1
CCNc1nc(NC(C)C)nc(OCCOC(=O)c2ccccc2)n1	-3	-2	5	108	-3	-3	108	8	-3
Cc1ccc(Sc2c([N+](=O)[O-])ncn2C)cc1	-8	2	0	98	-6	3	101	-9	6
Cc1ccc(OCCn2cc(/C=C/C(=O)O)c3ccccc32)cc1	2	-1	-1	102	0	.	102	-5	-1
CCc1ccc(-c2cc(C(F)(F)F)n3nc(C(=O)Nc4cnn(Cc5ccc(C)cc5)c4)cc3n2)s1	-6	0	2	93	24	1	98	-10	1
CCN1CCc2c(sc(NC(=O)c3ccc(S(=O)(=O)N4CC(C)OC(C)C4)cc3)c2C(N)=O)C1 (stereo not given)	-8	8	11	110	5	-2	103	3	-3
C=CCOc1c(Br)cc(/C=N\n2nnnc2N)cc1OC	1	-3	-1	99	5	7	86	24	-3
CCOc1cc(CNc2ccccc2)cc(Br)c1OCc1ccccc1F	-2	-10	0	106	3	-2	100	-32	0
CCCCC(=O)Nc1cc([N+](=O)[O-])ccc1F	10	-9	-5	100	-8	-2	96	2	0
CCn1c(=O)c(C(=O)NCCCO)c(O)c2ccccc21	-6	-3	18	112	20	6	109	-3	5
Cc1cc(C)c(C(N)=O)c(Cl)n1	-10	-1	-3	97	17	2	101	-13	3
CO/N=C/c1cccn1-c1nccc(N(C)C)c1C#N	-10	12	-2	98	8	-1	98	6	.
CCCNC(=O)C(NS(=O)(=O)c1cccc2nsnc12)c1ccccc1 (stereo not given)	1	6	1	97	20	2	98	0	3
Cc1ccccc1C1N(c2nccs2)C(=O)C2CCCN21 (stereo not given)	11	-2	-4	94	-22	-2	99	-5	1
COc1ccc(-c2nnn(CC(=O)N(Cc3ccco3)C(C(=O)NCC3CCCO3)c3ccco3)n2)cc1 (stereo not given)	-8	3	-1	88	15	-1	100	11	4
COCC(C)NC(=O)COc1ccc(Cl)cc1Cl (stereo not given)	-2	4	1	101	12	2	102	-98	4
O=C(CN1C(=O)COc2ccccc21)NNC(=O)Nc1ccccc1F	-11	-8	7	102	13	6	101	20	2
Cc1nnc(NCc2ccco2)c2ccccc12	12	-7	5	100	4	3	101	-3	3
CC(CC(=O)c1cccs1)CC(=O)c1cccs1	-2	1	4	108	22	-1	107	39	7
COc1ccc(C(C)=O)c2c(O)cccc12	-1	1	-3	98	11	1	98	17	8
O=C(Nc1cc(S(=O)(=O)N2CCOCC2)ccc1Cl)C(=O)c1c(-c2ccccc2)cc2ccccn12	-7	-4	2	100	6	10	103	5	0

(listing goes on)
molecule | pCIP destab | PfM18AAP inh | MEKK2mut PB1 HTS | MEKK2wt PB1 HTS | SUMO HTRF inh | IDE cell inh | MEKK3 PB1 HTS | NALP1 inh | IDE cell activ
N#Cc1ccc(CSc2nnc(-c3cnccn3)o2)cc1 | -7 | -5 | 0 | 98 | 1 | 0 | 96 | 0 | -7
Cc1cccc(-c2nnc(SCC(=O)O)n2Cc2ccccc2)c1 | -12 | 1 | -2 | 96 | 4 | 5 | 101 | -4 | -1
COc1ccc(C(CC(=O)Nc2ccccn2)N2Cc3ccccc3C2=O)cc1OC (stereo not given) | -6 | -3 | 12 | 106 | 10 | -6 | 108 | 19 | -2
N=C1C(c2nc3ccccc3s2)=C(O)CN1Cc1ccccc1 | -2 | 4 | 5 | 106 | 31 | 0 | 100 | 28 | 0
C=CCn1cc(C(=O)NCCCN(CC)CC)c(=O)c2cc(S(=O)(=O)N3CCC(C)CC3)ccc21 | 3 | -7 | 7 | 108 | 18 | 6 | 103 | 6 | -3
O=C(NCCNC1CCC(c2ccccc2)CC1)c1cccs1 (stereo not given) | 3 | 0 | -8 | 96 | 9 | 1 | 89 | -3 | 4
COC(=O)CSc1nnc(NC(=O)c2ccc3c(c2)OCO3)s1 | -4 | 0 | 2 | 104 | 8 | -1 | 103 | 11 | 5
O=C(Nc1ccc2c(c1)C(=O)NC2=O)c1ccc(Cl)s1 | -7 | 0 | 0 | 100 | 16 | -2 | 99 | 4 | 4
Cc1nc(C(N)=O)c(N)n1CCc1ccccc1 | -10 | 2 | 8 | 111 | 6 | 0 | 104 | 24 | 7
C=CCn1c(=NC(=O)c2cc(-c3cccs3)nc3ccccc23)sc2cc(S(N)(=O)=O)ccc21 | -13 | 6 | -2 | 90 | -24 | 3 | 98 | 32 | 5
Cc1ccc(N(CC(=O)NC2CCCC2)C(=O)c2c(C)noc2C)cc1C | -10 | -6 | -4 | 94 | -9 | -2 | 92 | -5 | -5
CC1CSc2nc3sc4c(c3c(=O)n21)CCCC4 (stereo not given) | 1 | 3 | 1 | 103 | 20 | 1 | 102 | -8 | 1
O=C(CS(=O)c1cccc(Cl)c1)Nc1ccccc1Cl (stereo not given) | -17 | 4 | 4 | 104 | -20 | 5 | 99 | -8 | -1
CCCc1nc2oc3c(NCCOCCO)ncnc3c2c2c1COC(C)(C)C2 | -2 | -17 | 8 | 102 | 14 | 8 | 106 | . | 0

Copied from the list:
Cc1cccc(-c2nnc(SCC(=O)O)n2Cc2ccccc2)c1 – SUMO HTRF inh = 4
Cc1ccc(N(CC(=O)NC2CCCC2)C(=O)c2c(C)noc2C)cc1C – MEKK2wt PB1 HTS = 94

Structural class, those above containing bromine
molecule | pCIP destab | PfM18AAP inh | MEKK2mut PB1 HTS | MEKK2wt PB1 HTS | SUMO HTRF inh | IDE cell inh | MEKK3 PB1 HTS | NALP1 inh | IDE cell activ
C=CCOc1c(Br)cc(/C=N\n2nnnc2N)cc1OC | 1 | -3 | -1 | 99 | 5 | 7 | 86 | 24 | -3
CCOc1cc(CNc2ccccc2)cc(Br)c1OCc1ccccc1F | -2 | -10 | 0 | 106 | 3 | -2 | 100 | -32 | 0

Quoted at random: 2 entries already listed
molecule | pCIP destab | PfM18AAP inh | MEKK2mut PB1 HTS | MEKK2wt PB1 HTS | SUMO HTRF inh | IDE cell inh | MEKK3 PB1 HTS | NALP1 inh | IDE cell activ
C=CCn1cc(C(=O)NCCCN(CC)CC)c(=O)c2cc(S(=O)(=O)N3CCC(C)CC3)ccc21 | 3 | -7 | 7 | 108 | 18 | 6 | 103 | 6 | -3
O=C(Nc1ccc2c(c1)C(=O)NC2=O)c1ccc(Cl)s1 | -7 | 0 | 0 | 100 | 16 | -2 | 99 | 4 | 4

Source: PubChem
